KLF5 inhibitor – inhibitors of KLF5 expression | DLD-1 KLF5 promoter-luciferase reporter, luminescence | AID 1700 | inhibition, % at 5 µM | 290,000 tested, 0.23% active;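 active = inhibition above a per-plate limit of that plate's mean compound inhibition plus 3 SD, cut at about 60% in these data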;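 note: 0% = DMSO wells and 100% = LY294002 at 200 µM; higher means less KLF5 promoter-driven luciferase light; inactives centre near -14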
aSyn UTR inh – MLPCN primary screen, SNCA 5' untranslated region. alpha-synuclein 5'UTR reporter, inhibitor activity. inhibition, % (tested at 7.5 µM). 300,000 tested, 0.82% active. AID 1813; in the data active = inhibition above about 60%; inconclusive = no clear call, values can overlap the other calls;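 note: H4 neuroglioblastoma cells stably carrying SNCA 5'UTR luciferase fusion; 0% = DMSO wells and 100% = positive control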
AI-2 QS mod – modulators of Vibrio harveyi AI-2 quorum sensing system | Vibrio harveyi JMH597 AI-2 luminescence/OD600 ratio, 9 h; hits give low values; strain lacks LuxN and CqsS sensors; 0 = neutral-control median | activity change, % at 7.5 µM | 300,000 tested, 0.4% active | AID 2094; in the data active = activity change below about -75%, passing the limit was not always enough; inconclusive = no clear call, values can overlap the other calls;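 note: luminescence divided by OD600 gain over 9 h not by final OD600 alone; inactives centre near 13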
HSF-1 act – increases HSF-1 driven luciferase reporter signal; 300,000 tested, 1.7% active; AID 504408; NIH3T3-HGL HSF-1 luciferase reporter, MG132, 8 h; 100% = twice DMSO control signal; activation, % at 9 µM;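 active = mean replicate activation of at least 50% with a set share of replicates each reaching 50%; inconclusive = only one of those two conditions met; inactive = mean below 50% and too few replicates reaching it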;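 note: 0% = median of the neutral control wells and 100% = twice that signal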
HIF activator – HIF pathway transcriptional activation | U2OS HRE-luciferase reporter, luminescence; normalized: DMSO 0%, desferrioxamine 100% | activation, % at 7.5 µM (by protocol) | 300,000 tested, 0.32% active;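 active = mean activation of at least 10% of the iron chelator positive control signal, with at least half of replicates also reaching 10%; inconclusive = mean and replicate majority disagree about reaching 10%; inactive = mean and most replicates under 10%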
Platelet DG rel – platelet dense granule release activity; human platelet-rich plasma, SFLLRN dense granule ATP release, luminescence; inhibition, %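 (compounds screened at 7.5 µM in platelet-rich plasma)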; 300,000 tested, 0.22% active; AID 1663;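 active = mean replicate score, as percent of positive control, at or above 50; inconclusive = mean below 50 but at least one replicate at or above 50; inactive = mean and every replicate below 50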
IEC-6 cytotox – counter-screen for KLF5 inhibitors: cytotoxicity in IEC-6 cells; IEC-6 cytotoxicity, luminescence viability; inhibition, % at 5 µM; 290,000 tested, 0.78% active; in the data active = inhibition above about 22%;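 note: 0% = plate median of test compound wells and 100% = cytotoxic reference compound wells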
SKKanGAS inh – SKKanGAS growth inhibition | S. pyogenes SKKanGAS, kanamycin growth, BacTiter-Glo, 6 h | inhibition, % at 7.5 µM | 300,000 tested, 1.3% active | AID 1662;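 active = mean replicate score, as percent of positive control median, at least 50; inconclusive = mean below 50 but one replicate at or above 50; inactive = mean and every replicate below 50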;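 note: strain carries kanamycin resistance gene driven by streptokinase promoter and grows in 40 µg/ml kanamycin; loss of luminescence reflects streptokinase promoter inhibition or plain growth inhibition; 0% = median of DMSO wells and 100% = positive control at its reference dose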
HSP90 inh – blocks HSP90-mediated luciferase refolding in reticulocyte lysate. inhibition, % at 5.6 µM. Rabbit reticulocyte lysate, luciferase refolding luminescence, 3 h. 290,000 tested, 0.91% active;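 active = inhibition above the screen-wide mean plus 3 SD, computed separately per campaign, cut at about 16% in these data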;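 note: 0% = DMSO wells and 100% = 60 µM geldanamycin wells; inhibitors lower the luminescence because luciferase stays unfolded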
HSF1 inhib – HSF1 inhibition; NIH3T3-HGL HSE-luciferase, MG132-induced, luminescence 8 h; hits give low values; activity change, negative = inhibition, % at 7.5 µM (by protocol); 300,000 tested, 0.77% active; AID 2098;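 active = more than half of replicate wells show activity change below -50%, luminescence cut by over half; inconclusive = some wells, but at most half, below -50%; inactive = no replicate well below -50%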;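 note: luciferase reports HSF-1 transcriptional activity via heat shock element; 0% = median of DMSO wells and -100% = zero luminescence signal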
The depositor's hits bear a star; u = inconclusive; x = not tested or not shown.

SMILES | KLF5 inhibitor | aSyn UTR inh | AI-2 QS mod | HSF-1 act | HIF activator | Platelet DG rel | IEC-6 cytotox | SKKanGAS inh | HSP90 inh | HSF1 inhib
COC(=O)c1ccccc1NC(=O)CNC(=O)c1ccc(OC)c(OC)c1 | -22 | 11 | 7 | 6 | -0.4 | 11 | -1 | 4 | -3 | -7
CCN(CC)CCn1c(SCC(=O)Nc2cccc(OC)c2)nc2c(sc3ccccc32)c1=O | 11 | -5 | 35 | 5 | -0.5 | -5 | -1 | 12 | 1 | -5
Cc1ccc(-c2nnn(CC(=O)NCCc3ccc4c(c3)OCO4)n2)cc1 | -4 | -7 | 14 | -16 | -0.1 | -1 | 1 | -6 | 2 | -4
O=C(NC(=O)N1CCCc2ccccc21)c1ccccc1 | -25 | -39 | 12 | -4 | -0.3 | 4 | -4 | 2 | 1 | -8
CCOC(=O)N1CCN(CCC(=O)Nc2ccc(C)cc2)CC1 | -11 | -25 | 7 | 11 | 0.3 | -1 | 3 | -5 | 1 | 1
OCCN(CCO)Cc1csc2ccccc12 | -9 | -3 | 10 | 0 | 0.2 | -3 | 5 | -1 | 0 | 2
CC(C)OC(=O)CN1C(=O)C(=O)c2ccccc21 | -9 | -14 | 20 | 3 | -0.3 | 2 | 25* | 9 | 7 | 0
Cc1nn(Cc2c(F)c(F)c(F)c(F)c2F)c(C)c1NC(=O)c1ccc(COc2ccc(F)cc2)o1 | -10 | x | 27 | x | x | -4 | 10 | -7 | 2 | x
COCCn1c(C)cc(C(=O)COC(=O)c2n[nH]c3ccccc23)c1C | -73 | 81* | 40 | -59 | -1.7 | -2 | -9 | 2 | 44* | u
Cc1cccc(N2CCN(C(=O)c3ccc4c(c3)NC(=O)C(CSCc3cccc(F)c3)N4)CC2)c1C (stereo unspecified) | -15 | 10 | 30 | 4 | -0.1 | 3 | -3 | 7 | 5 | -3
CNC(=O)/C=C1\NC(C)(C)Cc2c1ccc1ccccc21 | 7 | -17 | 5 | -2 | 0.2 | 16 | 3 | 3 | -4 | 7
CC(C)(C)OC(=O)N1CCC2(CC1)Oc1ccc(Cl)cc1C(=O)C21CC(c2ccc(Cl)cc2)=NO1 (stereo unspecified) | x | 9 | 29 | 2 | 0.2 | 2 | x | 8 | x | 2
Cc1ccc(NC(=O)c2ccccc2N2C(=O)C3C4C=CC(C5CC45)C3C2=O)cc1C (stereo unspecified) | 5 | 11 | 7 | 10 | -0.4 | 6 | 5 | 9 | 5 | 1
COc1cc(NC(=O)c2cccs2)cc(OC)c1 | -10 | -90 | 21 | 9 | 1.0 | -1 | 4 | -1 | -3 | 9
O=C(Nc1ccc(Cl)c(Cl)c1)Nc1nc(-c2ccccc2)cs1 | -23 | -1 | 38 | -12 | 0.4 | -3 | 16 | 0 | 4 | -1
CC(=O)N1CCN(c2ccccc2NC(=O)Cc2ccc(Cl)cc2)CC1 | 21 | 35 | 41 | -4 | -0.3 | 1 | -1 | 2 | 1 | -3
Cc1ccc2[nH]cc(C(=O)CCl)c2c1 | -5 | 6 | 20 | 1 | 5.0 | -3 | 7 | 11 | 0 | -7
CCNC(=O)c1ccc2c(c1)C1C3CCC(C3)C1C(c1ccccc1)N2 (stereo unspecified) | 2 | 25 | 26 | 18 | -0.3 | 18 | 6 | 3 | 9 | 14
CC(C)(C)C(=O)CSc1ncccn1 | -6 | 2 | 19 | 4 | -1.2 | 2 | 2 | 7 | -3 | -3
c1ccc(CCNc2nc(-c3ccncc3)cs2)cc1 | -80 | -114 | 9 | 10 | 3.7 | -4 | -4 | 10 | -3 | 15
O=[N+]([O-])c1c(Nc2ccccn2)cc(Cl)c2nonc12 | -13 | 6 | 17 | 163* | 1.8 | 59* | 63* | 16 | 12 | 98
Cc1cccc(C2c3[nH]c4ccccc4c3CCN2Cc2cnn(-c3ccc(F)cc3)c2)n1 (stereo unspecified) | 9 | -45 | 20 | 56* | 0.0 | -15 | 3 | -3 | 2 | 25
COc1ccc(C2=NN(C(=O)c3cccs3)C(O)(C(F)(F)F)C2)cc1 (stereo unspecified) | -6 | 30 | 25 | 3 | 0.7 | -3 | 54* | 1 | 0 | 3
CCOC(=O)c1cc2sccc2n1CC(=O)Nc1ccc2c(c1)OCCO2 | -22 | -21 | 14 | -6 | 0.5 | -5 | -1 | -3 | -2 | 10
Cc1cccc2c1nc(-c1ccccc1)n1nnnc21 | -7 | -25 | 28 | 16 | -0.6 | -4 | 3 | -15 | 6 | -9
CCOc1cc(NC(=S)NCC2CCCO2)c(OCC)cc1NC(=O)c1ccccc1 (stereo unspecified) | -22 | 10 | 13 | 10 | 0.8 | 7 | 0 | 25 | 0 | 0
C=CCc1cccc(/C=N/c2ncccc2O)c1O | -11 | -7 | 14 | 0 | x | -2 | -2 | 0 | -2 | -13
CN(Cc1nc2ccccc2c(=O)[nH]1)C(=O)c1ccc(S(=O)(=O)N(C)C)cc1 | -50 | 20 | 19 | 2 | -0.2 | 10 | 0 | -4 | -7 | 5
COc1ccccc1N1CCN(/N=C/c2cc(OC)c(OC(C)=O)c(OC)c2)CC1 | -27 | 3 | 11 | -14 | 0.3 | -2 | 1 | 0 | -8 | 0
O=C(NNc1nc2c(F)cc(F)cc2s1)c1ccccc1 | -30 | -9 | -28 | 41 | -0.9 | 13 | 6 | 2 | 1 | 28
O=C(Nc1ccc2nc(C3CC3)n(Cc3ccc(F)cc3)c(=O)c2c1)c1ccco1 | -11 | -22 | 6 | -6 | 0.3 | 6 | -5 | 13 | -1 | 20
O=C(CSc1nc2c(cnn2-c2ccc(F)cc2)c(=O)[nH]1)N1CCCc2ccccc21 | -32 | 16 | 22 | 3 | -0.4 | -1 | 7 | 12 | 1 | 5
Cc1cc(C(=O)N2CCC(C(=O)O)CC2)c(C)o1 | -1 | 2 | 22 | -8 | -0.2 | 31 | 3 | -1 | 0 | -8
O=[N+]([O-])c1ccc(S(=O)(=O)Nc2ncccn2)cc1 | -8 | 8 | 15 | -5 | -22 | -10 | 3 | -2 | -2 | -2
Cc1ccc2[nH]c(=O)c(CN(Cc3nnnn3C3CCCC3)C3CCCCC3)cc2c1 | 5 | 4 | 16 | 18 | 0.8 | -3 | 4 | 3 | 3 | 8
CC1CN(C(=O)CCC(=O)NCc2cccnc2)c2ccccc2O1 (stereo unspecified) | -5 | -24 | 7 | 12 | -0.1 | -6 | 2 | 2 | 0 | -4
Cc1ccc2c(c1)CCCN2C(=O)c1ccncc1 | -16 | 17 | 10 | 8 | -0.5 | 2 | -3 | 3 | 2 | -7
O=C(CCCCCn1c(=O)[nH]c2ccccc2c1=O)N1CCN(Cc2ccc3c(c2)OCO3)CC1 | 11 | 12 | 29 | 25 | -0.5 | -2 | 11 | -18 | 0 | 12
CCCCc1cc(=O)oc2c(C)c(OCC(=O)NCC3CCC(C(=O)O)CC3)ccc12 (stereo unspecified) | -24 | 17 | 25 | 13 | -0.3 | 9 | 2 | 15 | -1 | 2
COC(=O)c1ccccc1Oc1ccc(NC(=O)CCCl)cc1 | -13 | -5 | 8 | -1 | -0.2 | 5 | 3 | -2 | -2 | -8
Cc1cc(C2=NNC(=NC3CC3)SC2)c(C)n1-c1c(C)n(C)n(-c2ccccc2)c1=O | -10 | -15 | 9 | -4 | -0.6 | -4 | 4 | -1 | 1 | -10
Cc1cc(C)cc(SCc2noc(C(=O)NCCC(C)C)c2C(=O)NCCC(C)C)c1 | x | 15 | 30 | 35 | 0.1 | 0 | x | 23 | x | 22
COc1ccc(N(CC(=O)N/N=C(\C)c2cccs2)S(=O)(=O)c2ccccc2)cc1Cl | -11 | -4 | 12 | 21 | -0.2 | 1 | 0 | 10 | 0 | -2
CCC(C)NC(=O)CCC(=O)Nc1ccc2nc(N3CCOCC3)cc(C)c2c1 (stereo unspecified) | 4 | -86 | 15 | -23 | 1.3 | -1 | 4 | -2 | 0 | -11
CCc1ccccc1NC(=O)C1CCN(C(=O)c2cccs2)CC1 | -8 | 25 | 5 | 13 | -0.2 | -6 | 5 | 0 | 0 | -5
Cc1ccc(CCNC(=O)c2cc(C)nn2-c2ccccc2)cc1 | -2 | 5 | 13 | 31 | -0.2 | -3 | -4 | 0 | 2 | 4
CN(C)c1nc(Oc2ccc(=O)n(-c3ccccc3)n2)nc(N2CCOCC2)n1 | -11 | 34 | 28 | 28 | -0.3 | 13 | 2 | -9 | 5 | 0
O=C(NCc1ccccn1)c1ccccc1-c1ccccc1 | -1 | -12 | 4 | 8 | -0.1 | 3 | 3 | -19 | 5 | -6
O=C(Nc1ccc(-c2nnc3n2CCCCC3)cc1)c1ccco1 | -13 | -6 | 29 | 5 | 0.0 | 2 | 8 | 4 | -1 | -11
CCOc1ccc(OCCC(=O)OCC(=O)Nc2cc(S(=O)(=O)N3CCOCC3)ccc2C)cc1 | x | -36 | 0 | 23 | 1.2 | -3 | x | -13 | x | 7
Cc1cc(C)c(O)c(C2(O)C(=O)c3ccccc3C2=O)c1 | 5 | 3 | 7 | -3 | -0.2 | 13 | -2 | 1 | 14 | 2
O=C(CCc1ccccc1)Nc1ccc(F)cc1F | -77 | -68 | -71 | x | 1.5 | 1 | 1 | -8 | -2 | x
O=C(/C=C/c1ccc(Cl)c(Cl)c1)Nc1cccnc1 | x | -102 | 1 | 15 | 3.4 | 0 | x | -17 | x | 16
COCCN(C(=O)CNC(=O)c1ccco1)C(C(=O)NC1CCCC1)c1ccccc1 (stereo unspecified) | -10 | 1 | 17 | u | -0.1 | -2 | 6 | 0 | 1 | 9
CC1(C)C2C/C(=N\O)C(C)(/[N+]([O-])=C/c3cccc([N+](=O)[O-])c3)CC21 (stereo unspecified) | -1 | -62 | -5 | -8 | -0.5 | 10 | -3 | 8 | -4 | -2
COCCNC(=O)c1ccc(C)cc1C | -34 | 1 | 8 | -7 | -0.2 | -1 | 4 | -2 | 0 | -9
COc1ccccc1-c1cc(C(F)(F)F)nc(NCc2cccs2)n1 | -29 | 29 | 8 | -38 | -0.8 | -12 | -1 | 10 | -2 | -15
Cc1cccc(NC(=O)NCC2CCN(c3ccc(S(=O)(=O)N4CCOCC4)cc3)CC2)c1 | -4 | 14 | 16 | 5 | 0.2 | 2 | -7 | 3 | -3 | 5
COc1ccc(C(=O)Nc2cc(C(=O)O)cc(C(=O)O)c2)cc1Cl | -12 | -1 | -9 | 16 | -0.9 | -4 | 1 | -1 | 3 | 2
O=c1c2cc(F)ccc2[nH]c(=S)n1Cc1ccc(F)cc1 | -28 | 4 | 40 | -3 | -0.5 | 1 | -4 | 3 | -5 | -1

Compound activity as filed in PubChem.
